L3MBTL1 block: qHTS Assay for the Inhibitors of L3MBTL1 | AlphaScreen L3MBTL1–H3K9me1 peptide binding | Potency, µM (doses to about 57.1 µM), inactives show top-dose activity, negative = inhibition, most hits filed as inhibitors | 230,000 compounds, 0.66% hits | AID 485360, 2010; active = well fitted inhibition curve with a large enough effect; inconclusive = small, poorly fitted or top-dose-only effect; inactive = no such curve, though single readings can be large or run the other way; also: nearly all actives have a fitted effect of over 60% in size
Target sequence (Q9Y468 whole entry, looked up): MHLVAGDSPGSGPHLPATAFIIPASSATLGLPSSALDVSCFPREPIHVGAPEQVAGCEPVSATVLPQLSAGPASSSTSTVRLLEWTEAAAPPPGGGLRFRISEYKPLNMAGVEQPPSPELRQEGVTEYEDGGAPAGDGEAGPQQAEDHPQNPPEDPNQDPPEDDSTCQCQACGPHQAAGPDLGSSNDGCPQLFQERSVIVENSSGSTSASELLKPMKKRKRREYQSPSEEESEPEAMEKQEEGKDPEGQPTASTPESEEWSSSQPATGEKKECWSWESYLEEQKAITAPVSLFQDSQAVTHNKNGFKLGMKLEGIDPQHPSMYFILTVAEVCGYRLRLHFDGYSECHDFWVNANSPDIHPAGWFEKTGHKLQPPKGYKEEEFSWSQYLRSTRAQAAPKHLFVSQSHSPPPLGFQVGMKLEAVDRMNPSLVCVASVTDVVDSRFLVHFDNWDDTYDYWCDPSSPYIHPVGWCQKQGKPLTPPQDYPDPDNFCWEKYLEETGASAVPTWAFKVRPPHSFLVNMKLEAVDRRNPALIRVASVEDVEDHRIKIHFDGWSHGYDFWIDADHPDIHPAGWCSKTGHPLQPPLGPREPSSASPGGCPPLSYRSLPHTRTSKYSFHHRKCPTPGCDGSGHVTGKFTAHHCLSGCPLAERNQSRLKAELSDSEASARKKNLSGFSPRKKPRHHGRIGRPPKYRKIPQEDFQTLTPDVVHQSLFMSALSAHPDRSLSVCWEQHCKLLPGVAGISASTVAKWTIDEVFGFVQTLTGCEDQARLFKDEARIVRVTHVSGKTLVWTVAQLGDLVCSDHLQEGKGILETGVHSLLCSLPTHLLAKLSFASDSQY
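Read-out is AlphaScreen signal from streptavidin donor and nickel chelate acceptor beads (10 ug/mL final each) bridging L3MBTL1 (50 nM) and biotinylated K9-monomethylated H3(1-15) peptide (75 nM), after 30 min compound exposure at room temperature.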
* hit, by the source's call; ? = inconclusive; & = joins results of further samples; [ ] = another dose, or the depositor's remark. % is scaled to controls: 0 for no effect and ±100 for the full control effect; potency is read from the fitted curve at half-maximal effect. This is a subset (hit frequency here may not be typical).

O=C(CCCN=C1NS(=O)(=O)c2ccccc21)OCc1ccc(F)cc1
  L3MBTL1 block = 0%
CC(=O)N1CCN(S(=O)(=O)c2cccc(C(=O)N(Cc3ccccc3)c3cccc(C)c3)c2)CC1
  L3MBTL1 block = 9%
CCCN(CC(=O)Nc1ccc(F)c(F)c1F)C(=O)c1ccc2c(=O)n3c(nc2c1)CCC3
  L3MBTL1 block = 2%
CC(C)c1ccc(S(=O)(=O)N2CCN(C(=O)[C@@H]3CCCN3C(=O)c3cccs3)CC2)cc1
  L3MBTL1 block = 0%
Cc1ccc(CSc2nnc(NC(=O)C3=COCCO3)s2)cc1
  L3MBTL1 block = 3%
O=C(COC(=O)c1ccc(O)cc1O)Nc1ccc2c(c1)OCCO2
  L3MBTL1 block = -1%
COc1ccc(C(=O)Nc2ccc(S(=O)(=O)Nc3nccc(C)n3)cc2)cc1[N+](=O)[O-]
  L3MBTL1 block = 1%
CCOc1cc(NC(=O)c2ccccc2OC)c(OCC)cc1NC(=O)c1ccccc1
  L3MBTL1 block = 2%
Cc1ccccc1NS(=O)(=O)c1cc2c(cc1C)N(C)CCO2
  L3MBTL1 block = -16%
COc1ccc2c(=O)c(C(=O)NCc3ccccc3)c[nH]c2c1
  L3MBTL1 block = 14%

NC(=O)COc1ccc(/C=C2\C(=O)ON=C2c2ccccc2)cc1
  L3MBTL1 block = 0%
COc1ccc(C(c2c(C)[nH][nH]c2=O)c2c(C)[nH][nH]c2=O)cc1Br
  L3MBTL1 block = -6%
COc1ccccc1NS(=O)(=O)c1cccc(NC(=O)CCNC(=O)c2ccccc2OC)c1
  L3MBTL1 block = 1%
CCCc1ccc(S(=O)(=O)N2CCN(C(C)C(=O)NCc3ccccc3)CC2)cc1 (stereo not drawn)
  L3MBTL1 block = 2%
Cc1cccc(OCC(=O)NNC(=O)c2ccc3nc[nH]c3c2)c1
  L3MBTL1 block = -6%
Cn1cc(S(=O)(=O)Nc2ccc(F)c(Cl)c2)c(=O)n(C)c1=O
  L3MBTL1 block = -2%
CCCCNc1c(-c2ccc(SC3CCCCC3)c(OC)c2)nc2ccc(C)cn12
  L3MBTL1 block = -9%
CC(=O)c1cccc(OC(=O)C2=CC=CN3CCS(=O)(=O)N=C23)c1
  L3MBTL1 block = 4%
Cc1cc(C)c(C2=CC(=O)C[C@H](c3ccc4c(c3)OCO4)C2)c(C)c1
  L3MBTL1 block = -1%
O=C(Nc1cccc(S(=O)(=O)N2CCOCC2)c1)C1CCCC1
  L3MBTL1 block = 4%

Cc1cc(Cl)ccc1OCCCC(=O)OCC(=O)Nc1cccc(S(N)(=O)=O)c1
  L3MBTL1 block = -3%
Cc1ccc(C)c(OCCC(=O)OCC(=O)c2ccc3c(c2)NC(=O)CO3)c1
  L3MBTL1 block = 5%
CSc1nc(O)c(C(c2ccccc2)c2c(O)nc(SC)[nH]c2=O)c(=O)[nH]1
  L3MBTL1 block = -2%
CC(=O)C1=C(c2ccccc2)NC(=O)NC1c1ccc2c(c1)OCO2 (stereo not drawn)
  L3MBTL1 block = -2%
CC1(C)OCC(C2CC(c3ccccc3)NS(=O)(=O)O2)O1 (stereo not drawn)
  L3MBTL1 block = 1%
Cc1ccc(S(=O)(=O)N2CCOCC2)cc1NC(=O)COC(=O)Cc1cccs1
  L3MBTL1 block = -6%
Cc1cc(C)c(NC(=O)c2ccc3c(c2)NC(=O)C(C)S3)c(C)c1 (stereo not drawn)
  L3MBTL1 block = 9%
O=C(COc1ccccc1[N+](=O)[O-])NCCCN1CCCC1=O
  L3MBTL1 block = 1%
Cc1nn(-c2ccccc2)c(C)c1NC(=O)COC(=O)[C@@H](NC(=O)c1ccccc1)C(C)C
  L3MBTL1 block = -9%
COc1ccccc1C(=O)NC(=O)Cn1nc(C)c([N+](=O)[O-])c1C
  L3MBTL1 block = -8%

CN(C(=O)CSc1nnc(COc2ccccc2F)n1N)C1CCCCC1
  L3MBTL1 block = 7%
Cc1ccc(C)c(OCCC(=O)OC(C)C(=O)Nc2c(C)n(C)n(-c3ccccc3)c2=O)c1 (stereo not drawn)
  L3MBTL1 block = -2%
Cc1cc(NC(=O)CSCC(=O)Nc2ccccc2OC(F)F)no1
  L3MBTL1 block = 12%
CCOC(=O)C1C(c2ccc(O)cc2)NC(=O)NC1(O)C(F)(F)F (stereo not drawn)
  L3MBTL1 block = -7%
Cc1ccc(NC(=O)c2ccc(S(=O)(=O)Nc3c(C)n(C)n(-c4ccccc4)c3=O)cc2)nc1
  L3MBTL1 block = -1%
Cc1noc(C)c1COC(=O)c1cccc(S(=O)(=O)N2CCOCC2)c1
  L3MBTL1 block = -3%
COC(c1ccc(Cl)cc1)(c1ccc(Cl)cc1)C(Oc1nc(C)cc(C)n1)C(=O)O (stereo not drawn)
  L3MBTL1 block = -2%
Cc1ccc(S(=O)(=O)NCCC(=O)NNC(=O)C2COc3ccccc3O2)cc1 (stereo not drawn)
  L3MBTL1 block = -3%
Cc1ccc(C)c(NC(=O)CN(C)C(=O)C2CCN(S(=O)(=O)c3ccc4c(c3)OCCO4)CC2)c1
  L3MBTL1 block = -7%
O=C(NCCN1CCOCC1)c1cccc(S(=O)(=O)Nc2ccc(F)cc2)c1
  L3MBTL1 block = -9%

COCCCN(C(=O)C1CCCCC1)c1c(N)n(Cc2ccccc2)c(=O)[nH]c1=O
  L3MBTL1 block = 0%
O=C(CCC1CCCC1)NCCS(=O)(=O)N1CCN(c2ccccc2F)CC1
  L3MBTL1 block = 8%
CC1CN(C(=O)CCC(=O)NCc2ccccn2)c2ccccc2O1 (stereo not drawn)
  L3MBTL1 block = 48%[activator]
COc1cc(CN2CCCN(C)CC2)cc([N+](=O)[O-])c1O
  L3MBTL1 block = -4%
CC(C)COc1cccc(C(=O)N2CCN(C(=O)c3ccco3)CC2)c1
  L3MBTL1 block = 3%
CCC1Nc2ncnc(N3CCCCC3)c2N(Cc2ccc(OC)cc2)C1=O (stereo not drawn)
  L3MBTL1 block = 2%
CCOC(=O)Nc1cccc(OCC(=O)Nc2ccc3c(c2)CCC3)c1
  L3MBTL1 block = 4%
CN(C)S(=O)(=O)c1cccc(NC(=O)c2ccc(S(=O)(=O)N3CCCCC3)cc2)c1
  L3MBTL1 block = 0%
O=C(Nc1cccc(Cl)c1)C1=CC=CN2CCS(=O)(=O)N=C12
  L3MBTL1 block = 0%
CN(C(=O)CSc1ccc2c(c1)OCCO2)c1ccccc1
  L3MBTL1 block = -8%

Cc1ccc(NC(=O)C(C)OC(=O)Cn2cnc3ccccc3c2=O)cc1 (stereo not drawn)
  L3MBTL1 block = -8%
CCOC(=O)C1=C(CCc2ccccc2)NC(=O)NC1c1ccc(Br)cc1 (stereo not drawn)
  L3MBTL1 block = 2%
COc1ccccc1N(CC(=O)NC(C)(C)C)C(=O)CCC(=O)Nc1nccs1
  L3MBTL1 block = 3%
O=C(CNC(=O)c1ccc(Br)o1)NNC(=O)c1ccc(Cl)cc1
  L3MBTL1 block = 0%
COc1ccc(-c2nn(-c3ccccc3)cc2C(=O)N2CCN(S(=O)(=O)c3ccccc3C#N)CC2)cc1
  L3MBTL1 block = -6%
Cc1cccc(C)c1OCC(=O)NNC(=O)CNC(=O)c1ccc(OC(F)F)cc1
  L3MBTL1 block = -10%
COc1ccc(CC(=O)N(C)Cc2cccc(F)c2)cc1S(=O)(=O)N1CCOCC1
  L3MBTL1 block = 1%
Cc1ccc(S(=O)(=O)N(C)C)cc1NC(=O)COC(=O)COc1ccc2c(c1)CCC2
  L3MBTL1 block = -4%
Cc1ccc(S(=O)(=O)CC(=O)c2ccccc2[N+](=O)[O-])cc1
  L3MBTL1 block = -4%
CCOC(=O)[C@H]1[C@H]2COc3ccc(OC)cc3[C@@H]2N2C(=O)CN(C)C(=O)[C@@]12C
  L3MBTL1 block = 5%

COc1ccc2[nH]c(=O)c(CN(C(C)=O)c3ccc(C)c(C)c3)cc2c1
  L3MBTL1 block = 1%[2.29 µM]
CC(Sc1nnc2ccccn12)C(=O)Nc1ccc(N2CCOCC2)cc1 (stereo not drawn)
  L3MBTL1 block = 1%
COc1ccc2nc(NCc3cccnc3)sc2c1
  L3MBTL1 block = -4%
O=C1COc2ccc(C(=O)COC(=O)c3ccc(S(=O)(=O)C(F)F)cc3)cc2N1
  L3MBTL1 block = -2%
O=Cc1c(NCc2ccc(F)cc2)c2ccccc2[nH]c1=O
  L3MBTL1 block = 2%
CSCC[C@H](NC(=O)N1C[C@H]2C[C@@H](C1)c1cccc(=O)n1C2)C(=O)Nc1ccc(NC(C)=O)cc1
  L3MBTL1 block = 8%
O=[N+]([O-])c1ccccc1Nc1nc(-c2cccnc2)cs1
  L3MBTL1 block = ?
COc1cc(C)c(C)cc1S(=O)(=O)N1CCCc2ccccc21
  L3MBTL1 block = -2%
COc1cccc([C@@H]2CC=C(C(=O)O)[C@H](c3ccc(Br)cc3)N2S(=O)(=O)c2ccc(C)cc2)c1
  L3MBTL1 block = -4%
Cc1cc(C)c(C)c(S(=O)(=O)N2CCC(C(=O)N3CCCC3)CC2)c1C
  L3MBTL1 block = 0%

CCCn1c(=O)c(C(=O)Nc2cc(C)ccn2)c(O)c2ccccc21
  L3MBTL1 block = -1%[2.29 µM]
C=C1C[C@H](O[C@@H]2O[C@H](CO)[C@@H](O)[C@H](O)[C@H]2O)[C@@H]2[C@H](OC(=O)[C@H]2C)[C@H]2[C@H](C)[C@@H](O)C[C@@H]12
  L3MBTL1 block = 8%
O=C(CNC(=O)c1ccc(Cl)cc1Cl)OCc1nnc(-c2ccccc2Br)o1
  L3MBTL1 block = 0%
COc1ccc(NS(=O)(=O)c2cc3c4c(c2)CCN4C(=O)CC3)cc1OC
  L3MBTL1 block = 2%
COc1cccc(N2C(=O)CC(N3CCN(c4ccc([N+](=O)[O-])cc4)CC3)C2=O)c1 (stereo not drawn)
  L3MBTL1 block = -3%
NC(=O)c1ccsc1NC(=O)C1CCN(S(=O)(=O)c2cccs2)CC1
  L3MBTL1 block = 5%
O=C(CNC(=O)C12CC3CC(CC(C3)C1)C2)OCC(=O)N1CCCCC1
  L3MBTL1 block = 12%
CCOc1ccc(NC(c2ccccc2)P(=O)(OC)OC)cc1 (stereo not drawn)
  L3MBTL1 block = -25%
CSc1ncccc1C(=O)OCC(=O)c1ccc(C)s1
  L3MBTL1 block = 38%[activator]
O=C(Cc1ccccc1[N+](=O)[O-])OCC(=O)c1c[nH]c2ccccc12
  L3MBTL1 block = -5%

Copied from the list.
L3MBTL1 block, C=C1C[C@H](O[C@@H]2O[C@H](CO)[C@@H](O)[C@H](O)[C@H]2O)[C@@H]2[C@H](OC(=O)[C@H]2C)[C@H]2[C@H](C)[C@@H](O)C[C@@H]12 : 8%
L3MBTL1 block, O=C(CNC(=O)c1ccc(Cl)cc1Cl)OCc1nnc(-c2ccccc2Br)o1 : 0%

Additional entries follow.
COCCn1c(C)cc(/C=C(\C#N)C(=O)OCC(=O)Nc2ccc(S(N)(=O)=O)cc2)c1C
  L3MBTL1 block = -5%
CC(C)n1cnc2c(NCc3ccccc3)cc(N[C@H](C)CO)cc21
  L3MBTL1 block = ?
COc1ccc(NC(=O)c2ccc(NC(=O)CN3CCC(C(N)=O)CC3)cc2)cc1
  L3MBTL1 block = -4%
COc1cc(C(C)=O)ccc1OCC(=O)N(CCC1=CCCCC1)c1c(N)n(Cc2ccccc2)c(=O)[nH]c1=O
  L3MBTL1 block = -1%
CCOc1ccc2[nH]cc(C(=O)NCc3ccccc3)c(=O)c2c1
  L3MBTL1 block = 21%
c1csc(CNc2ncnc3ccc(-c4ccc5c(c4)OCCO5)cc23)c1
  L3MBTL1 block = 0%&-8%
CS(=O)(=O)N1N=C(c2ccco2)CC1c1ccco1 (stereo not drawn)
  L3MBTL1 block = ?
O=C(OCC(=O)N(CCc1ccccc1)Cc1ccccc1)c1cc(S(=O)(=O)N2CCOCC2)ccc1F
  L3MBTL1 block = 3%
CCCCn1c(SCC(=O)Nc2ccc(NC(C)=O)cc2)nc2ccccc2c1=O
  L3MBTL1 block = 4%
COc1ccc(O)c(C(=O)c2cnn(C(=O)c3cccc(N(C)C)c3)c2)c1
  L3MBTL1 block = -2%

Continued; it opens with the four that closed the last part.
CS(=O)(=O)N1N=C(c2ccco2)CC1c1ccco1 (stereo not drawn)
  L3MBTL1 block = ?
O=C(OCC(=O)N(CCc1ccccc1)Cc1ccccc1)c1cc(S(=O)(=O)N2CCOCC2)ccc1F
  L3MBTL1 block = 3%
CCCCn1c(SCC(=O)Nc2ccc(NC(C)=O)cc2)nc2ccccc2c1=O
  L3MBTL1 block = 4%
COc1ccc(O)c(C(=O)c2cnn(C(=O)c3cccc(N(C)C)c3)c2)c1
  L3MBTL1 block = -2%
CCOc1ccc(-c2nc(CS(=O)(=O)CC(=O)NCc3ccc(F)cc3)c(C)o2)cc1
  L3MBTL1 block = 3%
O=C(COC(=O)c1cc(S(=O)(=O)N2CCOCC2)ccc1F)NCCc1ccc(F)cc1
  L3MBTL1 block = 2%
C#CCOCCOCCOCCNc1nc(N2CCN(C(=O)[C@H](CCC(=O)O)n3cc(CN)nn3)CC2)nc(N2CCN(C(=O)[C@H](CCCN=C(N)N)n3cc(C(N)[C@@H](C)CC)nn3)CC2)n1 (stereo partly drawn)
  L3MBTL1 block = 0%
CCOC(=O)c1c(C)[nH]c(C(=O)NNC(=O)c2ccc(Br)cc2)c1C
  L3MBTL1 block = -1%

Of the compounds above, these contain a cyano group.
COc1ccc(-c2nn(-c3ccccc3)cc2C(=O)N2CCN(S(=O)(=O)c3ccccc3C#N)CC2)cc1
  L3MBTL1 block = -6%
COCCn1c(C)cc(/C=C(\C#N)C(=O)OCC(=O)Nc2ccc(S(N)(=O)=O)cc2)c1C
  L3MBTL1 block = -5%

Molecules listed so far containing a furan ring, fused or not, in the order listed:
CC(C)COc1cccc(C(=O)N2CCN(C(=O)c3ccco3)CC2)c1
  L3MBTL1 block = 3%
O=C(CNC(=O)c1ccc(Br)o1)NNC(=O)c1ccc(Cl)cc1
  L3MBTL1 block = 0%
CS(=O)(=O)N1N=C(c2ccco2)CC1c1ccco1 (stereo not drawn)
  L3MBTL1 block = ?
